Screening results deposited in PubChem by National Center for Advancing Translational Sciences (NCATS).
KB-3-1 cytotox: KB-3-1 parental cell cytotoxicity | KB-3-1 viability, CellTiter-Glo ATP luminescence, 72 h | Potency, µM (titrated, usually from 46.1 µM), for inactives: at the top dose activity change, negative = cytotoxic, most hits filed as cytotoxic | 400,000 tested, 1.4% active; also: nearly all actives have a fitted effect of over 60% in size
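Parental KB-3-1 viability, qHTS format: 72 h compound exposure, 37 °C; CellTiter-Glo; media-only wells and DMSO plates as controls; concentration-effect fits on corrected data.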
KB-V1 cytotox: KB-V1 MDR subline cytotoxicity; KB-V1 MDR cells viability, CellTiter-Glo, 72 h; Potency, µM (top dose mostly 46.1 µM), inactives show at the top dose activity change, negative = cytotoxicity, hits mostly cytotoxic; 400,000 tested, 3.4% active; also: nearly all actives have a fitted effect of over 60% in size
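Potencies derive from concentration-effect curves fitted to normalized luminescence (CellTiter-Glo) of KB-V1 cells treated for 72 h at 37 degrees C in phenol-red-free DMEM containing 10% FBS.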
An asterisk follows results filed as active; u = inconclusive. Calls follow the shape of the dose curve; as a rule, active = well fitted cell-killing curve with a large enough effect; inconclusive = small, poorly fitted or top-dose-only effect, or effect the other way; inactive = flat fitted curve, though single readings scatter. % is scaled to controls: 0 for no effect and ±100 for the full control effect; potency is read from the fitted curve at half-maximal effect.

SMILES | KB-3-1 cytotox | KB-V1 cytotox
COc1cccc(CNC(=O)CSc2ccc(-c3sc(-c4ccccc4)nc3C)nn2)c1 | 10% | u
NS(=O)(=O)c1ccc(CCNC(=O)CCCCCn2c(=O)[nH]c3ccccc3c2=O)cc1 | -8% | 23%
O=C(Nc1ccccc1Sc1ccccc1)c1cnn2c1NC(=C1CC1)C=C2C(F)F | u | -25%
Cc1ccc(C2CCN(C(=O)c3cnn(-c4ccc(C)c(C)c4)c3C3CCN(C(=O)OC(C)(C)C)CC3)C2)cc1 (stereo not given) | 11% | 26%
O=C(NCC(c1cccnc1)N1CCc2ccccc2C1)C(=O)Nc1cccc(Cl)c1 (stereo not given) | -12% | -10%
Cc1cc(C)cc(NC(=O)C(=O)NCC(c2cccnc2)N2CCc3ccccc3C2)c1 (stereo not given) | 0% | u
O=C(O)C1Nc2ccccc2C2C=CCC12 (stereo not given) | 15% | u
CCOC(=O)c1cccc(NC(=O)CCn2c(-c3ccc(F)cc3)cc(C(=O)OCC)c2C)c1 | -24% | u
C(=Nc1ccc2ccccc2n1)c1cccnc1 | 31% | -7%
Cc1cccc(N2CCN(C(=O)c3cc4ccc5cccnc5c4[nH]3)CC2)c1C | -5% | -19%
Cc1cc(C)c2sc(N(Cc3cccnc3)C(=O)CCOc3ccccc3)nc2c1 | -8% | -14%
Cc1ccc(N[S+](=O)([O-])c2cc3c(cc2CCc2ccccc2)NC(=O)CO3)cc1C | 0% | 11%
CC1=C(c2ccc(C)cc2)S(=O)(=O)NC1=NCCCN1CCN(c2ccccc2F)CC1 | -10% | -10%
CN1CCc2nc3sc(C(=O)Nc4ccccc4C(F)(F)F)c(N)c3cc2C1 | -2% | 22%
CCOC(=O)C1CCN(C(=O)c2ccc3c(c2)sc2nc(-c4ccc(C)cc4)cn23)CC1 | 2% | -1%

Molecules above with an NH in an aromatic ring:
SMILES | KB-3-1 cytotox | KB-V1 cytotox
NS(=O)(=O)c1ccc(CCNC(=O)CCCCCn2c(=O)[nH]c3ccccc3c2=O)cc1 | -8% | 23%
Cc1cccc(N2CCN(C(=O)c3cc4ccc5cccnc5c4[nH]3)CC2)c1C | -5% | -19%

(listing goes on)
SMILES | KB-3-1 cytotox | KB-V1 cytotox
CCc1nn(CC(=O)Nc2c(C)cccc2C)c(=O)c2cc3sccc3n12 | 5% | 5%
COc1ccc(S(=O)(=O)N2CCN(c3nc(-c4cccs4)nc4ccccc34)CC2)cc1OC | u | -22%
CCOc1ccc(-c2cc(OC(=O)c3ccc(F)cc3)c3c(C)oc(C)c3c(=O)c2)cc1 | 17% | 1%
O=C(CCC1N=C2c3ccccc3N=C(SCc3ccccc3Cl)N2C1=O)NCc1cccs1 (stereo not given) | 5% | 3%
CC(C)(C)c1nnc(NC(=O)C2CCN(C(=O)c3ccccc3)CC2)s1 | 0% | 0%
Cc1ccc(NC(=O)Nc2csc3c2CCCC3)c(C)c1 | -1% | 6%
NCCSc1nc2ccccc2s1 | 2% | -15%
CCc1ccccc1NC(=O)c1ccc2nc(C(C)C)oc2c1 | u | u
CCN1C(=NCc2cccc(Cl)c2)N[C@@H](c2cccc(C(F)(F)F)c2)C(C(=O)OC)=C1C | -22% | 0%
O=c1[nH]c2c(-c3nc(-c4ccc(Cl)cc4)cs3)c(O)cn2c2ccccc12 | u | 16%
CCC(=O)Nc1ccc(C)cc1-c1nc2ccccc2n(CC(=O)Nc2ccccc2Cl)c1=O | 1% | 4%
COCCCNC(=O)C1CCCN(c2nn3cc(-c4ccc(C)cc4)nc3s2)C1 (stereo not given) | -12% | 1%
CC(C)c1ccc(NC(=O)CSC2=Nc3ccccc3C3=NC(CCC(=O)NCc4ccco4)C(=O)N23)cc1 (stereo not given) | 14% | 6%
CCCOc1ccc(CNC(=O)CCCn2nc(C)c3sc4ccccc4c3c2=O)cc1 | 7% | -2%
CC(C)(C)OC(=O)N1CCC(c2c(C(=O)NCCCN3CCc4ccccc4C3)cnn2-c2ccccc2)CC1 | -3% | 3%

Of the compounds above, 3 contain a tert-butyl group:
SMILES | KB-3-1 cytotox | KB-V1 cytotox
Cc1ccc(C2CCN(C(=O)c3cnn(-c4ccc(C)c(C)c4)c3C3CCN(C(=O)OC(C)(C)C)CC3)C2)cc1 (stereo not given) | 11% | 26%
CC(C)(C)c1nnc(NC(=O)C2CCN(C(=O)c3ccccc3)CC2)s1 | 0% | 0%
CC(C)(C)OC(=O)N1CCC(c2c(C(=O)NCCCN3CCc4ccccc4C3)cnn2-c2ccccc2)CC1 | -3% | 3%

Next entries.
SMILES | KB-3-1 cytotox | KB-V1 cytotox
Cc1cccc(C)c1NC(=O)c1nc(S(=O)(=O)Cc2ccccc2F)ncc1Cl | u | -34%
O=C(Nc1ccc(F)cc1)N1CCN(C(=O)c2nsc3ccccc23)CC1 | -4% | -2%
CNC(=O)c1ccc2nc(-c3ccccc3)c(-c3ccccc3)nc2c1 | 0% | 0%
Cn1nccc1C(=O)NCc1ccc2c(c1)CCN2C(=O)c1ccc(Cl)cc1 | 1% | 20%
Cc1nn(C)c(C)c1S(=O)(=O)N(CC(=O)NCCc1ccc(Cl)cc1)c1ccc(C(C)C)cc1 | 8% | -1%
Cc1cccc(N(C)c2nc3ccccc3c3nnc(C)n23)c1 | 0% | -1%
Clc1ccc(-c2nn3c(-c4cc(-c5ccccc5)n[nH]4)nnc3s2)cc1 | 0% | u
CC1CCN2c3cc(Cl)ccc3CC3(C(=O)OC(C)(C)OC3=O)C2C1 (stereo not given) | 24% | -14%
CCOC(=O)c1cc(-c2ccc(F)cc2)n(CCC(=O)Nc2ccccc2OC)c1C | 0% | -23%
O=c1[nH]cnc2c1[nH]c(=S)n2C1O[C@@H](CO)[C@H](O)[C@@H]1O (stereo not given in full) | u | u
O=C(CSCc1nc2cccnc2n1C1CCCCC1)NCc1cccc(Br)c1 | 3% | 0%
CC1(C)S[C@@H]2C(C(=O)O)NC(=O)N2C1C(=O)O (stereo not given in full) | 9% | 5%
C=CCn1c(SCC(N)=O)nc2ccccc2c1=O | u | 0%
CC(C)(C)OC(=O)N1CCC(c2c(C(=O)NCCN3CCOCC3)cnn2-c2ccc(F)cc2F)CC1 | -5% | u
CC1=C(C(=O)Nc2ccc(F)cc2F)C2(CCCCCC2)OC1=O | u | -5%
CCOc1ccc(CNC(=O)c2ccc3c(c2)c(C)c(C)n3Cc2ccc(Cl)cc2)cc1 | -16% | -3%
COc1ccccc1CCNC(=O)c1ccc2c(c1)c(C)c(C)n2Cc1ccc(Cl)cc1 | -4% | -7%
CN(C)c1ccc(/C=C2\CCc3cc(N)ccc32)cc1 | 15% | 11%
C[n+]1ccnc2cc(Cl)ccc21 | 4.1µM* | 5.8µM*
Cc1ccc(C2N=C(Nc3nc4ccccc4o3)NC3=C2C(=O)CC(C)(C)C3)cc1 (stereo not given) | -2% | -16%
Cc1c(Cl)cccc1NC(=O)CCCn1nc(C)c2sc3ccccc3c2c1=O | 1% | 19%
COC(=O)C1[C@H]2SC(C)(C)C(C(=O)OC)N2C(=O)N1Cc1ccccc1 (stereo not given in full) | -10% | -15%
COc1cc(O)c(C(CC(=O)N2CCC(Cc3ccccc3)CC2)c2ccc3c(c2)OCO3)c(OC)c1 (stereo not given) | u | u
CCCCNC(=O)c1cccc(-n2c(C)nc3cccnc32)c1 | 2% | 2%
COc1cccc(OCc2cc(C3Nc4ccccc4C(=O)N3c3ccccc3)ccc2OC)c1 (stereo not given) | u | -19%
COc1ccc(OCCn2c(CCNC(=O)C3CCCCC3)nc3ccccc32)cc1 | 3% | 2%
Cc1ccccc1CCNC(=O)c1ccc2c(c1)nc1n2CCOC1 | 15% | 19%
Cc1ccc(-c2cn3c(n2)sc2cc(C(=O)NCCCc4ccccc4)ccc23)cc1 | 8% | 9%
Cn1nnc2c(N3CCN(c4ccccc4F)CC3)ncnc21 | -7% | 0%
CN1CCN(C(=O)c2cnn(-c3ccc(F)cc3F)c2C2CCN(C(=O)OC(C)(C)C)CC2)CC1 | -3% | 4%
CCOC(=O)C1CCCN(C(=O)Cn2ncc3c(C)n(Cc4ccccc4F)c(C)c3c2=O)C1 (stereo not given) | 2% | -10%
O=C(C[n+]1ccccc1Cl)c1ccc2ccccc2c1 | 31% | 11%
Oc1cc(O)c(/C=C/c2ccnc3ccccc23)c(O)c1 | u | u
Cn1cc(S(=O)(=O)c2ccccc2)c(=O)c2cc(F)c(N3CCN(c4ccc(F)cc4)CC3)cc21 | 1% | 4%
Cc1c2cnn(CC(=O)NCC(C)c3ccccc3)c(=O)c2c(C)n1Cc1cccc(Cl)c1 (stereo not given) | -20% | -7%
Cc1nnc2c(N3CCN(c4ccc(F)cc4)CC3)nc3ccc(C(=O)c4ccccc4)cc3n12 | 10% | 10%
Cc1ccc(-n2ncc(C(=O)N3CCN(c4ncccn4)CC3)c2C2CCN(C(=O)OC(C)(C)C)CC2)cc1 | 13% | 9%
Cc1ccc(CCNC(=O)c2ccc3c(c2)nc2n3CCCCC2)cc1 | -5% | -18%
CCOc1ccc2nc(N3CCCC(C(=O)NCc4ccccc4OC)C3)sc2c1 (stereo not given) | -15% | -10%
CC(C)CC1C(=O)N2CCC[C@H]2[C@]2(O)O[C@](NC(=O)[C@@H]3C=C4c5cccc6[nH]c(Br)c(c56)C[C@H]4N(C)C3)(C(C)C)C(=O)N12 (stereo not given in full) | u | 0%
O=C(C[n+]1cccc(Cl)c1)c1ccc(O)c(O)c1 | u | 0%
O=S(=O)(c1ccccc1Br)N1CCN(c2nc(-c3ccccc3)nc3ccccc23)CC1 | 25% | 13%
CCN(c1cccc(C)c1)S(=O)(=O)c1c(C)nc2sc(C)cn2c1=O | -18% | -28%
Cc1ccc2c(C)ccnc2c1 | -14% | -19%
Cc1ccc(Cl)cc1N(C)C(=O)c1cnc(N2CCOCC2)c2ccccc12 | 5% | 4%
COc1cc(OC)c(/C=C/c2ccc3ccccc3[n+]2[O-])c(OC)c1 | 22% | 3%
CCCCNC(=O)CCCCCn1c(=O)[nH]c2ccccc2c1=O | 5% | -12%
CCc1nnc2c(N3CCN(c4cccc(C(F)(F)F)c4)CC3)nc3ccccc3n12 | -23% | u
CC(C)Oc1ccc(CNC(=O)CCCN2C(=O)c3cccnc3Oc3ccc(Cl)cc32)cc1 | -15% | 5%
Cc1ccc2c(c1)N(C(=O)Nc1ccc(Br)cc1F)CCO2 | 9% | 24%
COc1ccc(-c2noc(-c3cc(-c4ccc(F)cc4)n[nH]3)n2)cc1 | u | 8%
Cc1ccc(N=Cc2cccc(O)c2O)c(C)c1 | -33% | 0%
N#Cc1ccc(NC(=O)COCc2cc(-c3ccco3)on2)cc1 | -1% | 0%
CCOc1ccc(N(CC)S(=O)(=O)N2CCCC(C(=O)NCc3ccc(Cl)cc3)C2)cc1 (stereo not given) | -1% | u
COc1ccccc1NC(=O)CSC1=Nc2ccccc2C2=NC(CCC(=O)NCc3cccs3)C(=O)N12 (stereo not given) | -25% | -26%
O=c1[nH]c(=O)c2ncn(C3OC(CO)C(O)C3O)c2[nH]1 (stereo not given) | -4% | -7%
CCN(N=O)c1ccc(/C=C2\C=Cc3ccccc32)cc1 | 9% | u
COC(=O)c1ccc(NC(=O)Nc2nnc(N(C)C3CCCCC3)s2)cc1 | 11% | 21%
Cc1c(C)n(Cc2ccccc2)c2ccc(C(=O)NCc3ccc(OC(C)C)cc3)cc12 | -1% | -18%
O=C(C[n+]1ccccc1Cl)c1ccc2c(c1)CCCC2 | -4% | 0%

Full records as entered above.
Shown for N#Cc1ccc(NC(=O)COCc2cc(-c3ccco3)on2)cc1 → KB-3-1 cytotox = -1%; KB-V1 cytotox = 0%
Shown for CCc1nnc2c(N3CCN(c4cccc(C(F)(F)F)c4)CC3)nc3ccccc3n12 → KB-3-1 cytotox = -23%; KB-V1 cytotox = u
Shown for COc1ccccc1NC(=O)CSC1=Nc2ccccc2C2=NC(CCC(=O)NCc3cccs3)C(=O)N12 (stereo not given) → KB-3-1 cytotox = -25%; KB-V1 cytotox = -26%

(more compounds)
SMILES | KB-3-1 cytotox | KB-V1 cytotox
O=C(CCCCCn1c(=O)[nH]c2ccccc2c1=O)NCc1ccccc1 | 6% | 16%
COc1cc(/C=C2\C=Cc3ccccc32)cc(OC)c1OC | 8% | 0%
COc1ccc(/C=C/c2onc(C)c2S(=O)(=O)N2CCC(C(=O)N3CCCCC3)CC2)cc1 | -5% | -2%
COCCn1c(C)cc(O)c(C(c2cccc(F)c2)N2CCN(c3ccccc3)CC2)c1=O (stereo not given) | -5% | 6%
COc1ccc(CCNC(=O)Cn2cc(S(=O)(=O)Cc3ccccc3F)c3ccccc32)cc1OC | -3% | -8%
COc1cc2c(NC3CCN(C)CC3)nc(N3CCCCC3)nc2cc1OCCOCCN1CCCC1 | u | -10%
O=C(NCC1CCN(Cc2ccccc2Cl)CC1)c1cc2ccc3cccnc3c2[nH]1 | -11% | 7%
O=C(CSc1nnc(CNC(=O)c2c(F)cccc2Cl)o1)Nc1ccccc1F | 20% | -4%
CC(=O)c1cc(-c2ccc(F)cc2)n(CCC(=O)NC2CCCCC2)c1C | 14% | -4%
CCn1c(C)c(C)c2cc(C(=O)NCC(C)c3ccccc3)ccc21 (stereo not given) | -20% | u
Cc1ccc(CNC(=O)C2CCN(C(=O)c3ccc(-n4ccc5ccccc54)s3)CC2)cc1 | 3% | -2%
Cn1c2c(c3cnc4cc(Cl)ccc4c31)CNCC2 | 2% | -1%

An excerpt; rates above refer to the full screens.
